M. tuberculosis GlmU: inhibition of mycobacterial GlmU enzyme – biochemical, glucosamine-1-phosphate acetyltransferase (AID 1376). Bifunctional protein GlmU (Mycobacterium tuberculosis (strain ATCC 25618 / H37Rv)). M. tuberculosis GlmU acetyltransferase enzyme assay; higher % means a stronger effect. one-dose inhibition, %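 (tested at 30 µM in the primary screen)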; IC50 in µM for titrated hits. actives 0.25% (n = 220,000); in the data active means inhibition above about 13%;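 further: 0% = complete reaction with vehicle and 100% = reaction without substrate; strong numbers were not always called active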
RmlCD inh 1536: M. tuberculosis RmlC/RmlD coupled enzyme inhibitors, primary screen, biochemical, compound mixtures, 384-well, from 1536-well plates; RmlC+RmlD coupled enzyme assay, percent inhibition; primary screen in compound mixtures; inhibition, % at 3.6 µM; actives 0.03% (n = 160,000); in the data active means inhibition mostly above about 34%, no sharp cut-off; further: some results filed as inactive read as strong as hits
Target sequence (P9WH09 whole entry, looked up): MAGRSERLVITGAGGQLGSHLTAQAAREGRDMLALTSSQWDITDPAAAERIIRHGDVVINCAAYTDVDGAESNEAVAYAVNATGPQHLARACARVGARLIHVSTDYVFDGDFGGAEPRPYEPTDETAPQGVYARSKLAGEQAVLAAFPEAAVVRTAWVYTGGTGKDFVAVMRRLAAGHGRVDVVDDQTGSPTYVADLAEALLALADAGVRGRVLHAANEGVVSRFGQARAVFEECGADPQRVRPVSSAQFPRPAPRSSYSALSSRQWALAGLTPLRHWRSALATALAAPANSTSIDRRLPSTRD
Target sequence (P9WH11 whole entry, looked up): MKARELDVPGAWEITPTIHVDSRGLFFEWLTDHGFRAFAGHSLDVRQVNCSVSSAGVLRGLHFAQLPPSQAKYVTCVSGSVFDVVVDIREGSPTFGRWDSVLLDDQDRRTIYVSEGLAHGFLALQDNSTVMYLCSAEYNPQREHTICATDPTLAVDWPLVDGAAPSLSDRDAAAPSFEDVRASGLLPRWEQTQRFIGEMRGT
Active calls of the source: *; . = no result given.

SMILES	M. tuberculosis GlmU	RmlCD inh 1536
COc1ccc(CNC(=O)c2cc(-c3ccc(OC)c(OC)c3)on2)cc1	-0.3%	.
Cc1cccc(NC(=S)N2CCC(N(C)CC3CCCO3)CC2)c1 (stereo unspecified)	-2.4%	4.2
COc1ccc(NC(=O)COC(=O)c2c3c(nc4ccccc24)CCCC3)cc1	-2.5%	-6.1
O=S(=O)(c1ccc2nc(Cc3cccc(C(F)(F)F)c3)[nH]c2c1)N1CCOCC1	-6.0%	9.7
Cc1sc(-n2c(C)cc(C=O)c2C)c(C(=O)O)c1C	0.4%	.
CCC(C)(C)NC(=O)C1c2ccccc2Oc2ccccc21	-4.5%	1.5
Cc1cc(C)n(-c2ncnc3sc4c(c23)CC(C)CC4)n1 (stereo unspecified)	-2.9%	8.2
C/C(=C\C(=O)O)C(=O)Nc1nccs1	1.2%	.
O=C(O)c1ccc(N/N=C/c2cn(Cc3ccc(F)cc3)c3ccccc23)cc1	3.2%	7.2
O=C(COC(=O)/C=C/c1ccco1)NCCc1ccccc1	3.7%	5.7
CC(=O)Nc1ccc(S(=O)(=O)N/N=C/c2ccc(C)s2)cc1	2.0%	-10.2
O=C(CSc1ccc2ccccc2c1)N1CCN(c2ccc(O)cc2)CC1	-1.6%	-7.5
CCCn1c(C)cc(C(=O)COc2ccc(-c3nnco3)cc2)c1C	-5.3%	7.5
Cc1nnc2c3ccccc3c(-c3ccc(O)cc3)nn12	.	-1.7
CC(=O)Nc1c(O)nc(SCc2ccccc2C#N)[nH]c1=O	7.8%	-0.8
Cc1cc(C(=O)N2CCN(C/C=C/c3ccccc3)CC2)no1	2.1%	.
Cc1ccsc1/C=N/NC(=O)C(=O)NCC(C)C	2.8%	6.2
COC(=O)c1cccc(NC(=O)Cc2nc(-c3ccccc3)sc2-c2ccc(C)cc2)c1	1.7%	-5.4
O=C(NCc1n[nH]c(=S)n1-c1ccccc1)c1ccc(S(=O)(=O)N2CCOCC2)cc1	-0.6%	.
CN1C[C@H](C(=O)NC2(C)OC3(O)[C@@H]4CCCN4C(=O)[C@H](Cc4ccccc4)N3C2=O)CC2c3cccc4[nH]cc(c34)C[C@H]21 (stereo partly specified)	-4.1%	.
Cn1c2ccccc2c2ncn(CCN3CCOCC3)c(=O)c21	0.5%	.
CSc1ccccc1NC(=O)Cc1ccccc1[N+](=O)[O-]	2.8%	.
Cc1ccccc1C(=O)Nc1cccc(NC(=O)Cn2cnc3c(=O)n(C)c(=O)n(C)c32)c1	5.7%	8.5
O=C(CCc1nc2ccccc2c(=O)[nH]1)OCC(=O)N1CCN(S(=O)(=O)c2ccccc2)CC1	-0.3%	-10.8
Cc1cc(NC(=O)c2ccc3c(c2)C(=O)N(C)C3=O)no1	0.0%	.
O=C(NCc1ccco1)C(c1ccccc1)N(C(=O)Cc1cccs1)c1ccccc1F (stereo unspecified)	9.4%	0.5
Cc1[nH]nc(SCC(=O)NCCc2ccccc2)c1[N+](=O)[O-]	1.2%	-11.7
CCN(CC)C(=O)C1CCCN(Cc2cccc(Oc3ccccc3)c2)C1 (stereo unspecified)	-0.6%	1.4
C/C(=N\Nc1nc2ccccc2s1)c1ccc2c(c1)OCO2	-2.4%	-9.3
O=C(CN1CC=C(c2ccccc2)CC1)Nc1cc(Cl)ccc1Cl	6.1%	5.6

Reformatted in CSV form: part of the list above.
Compound,M. tuberculosis GlmU,RmlCD inh 1536
O=C(NCc1ccco1)C(c1ccccc1)N(C(=O)Cc1cccs1)c1ccccc1F (stereo unspecified),9.4%,0.5
Cc1[nH]nc(SCC(=O)NCCc2ccccc2)c1[N+](=O)[O-],1.2%,-11.7

Other results:
SMILES	M. tuberculosis GlmU	RmlCD inh 1536
Clc1cccc(Nc2nc(-c3cccnc3)cs2)c1	8.0%	-9.9
COc1cc(/C=C/C(=O)Nc2ccc(N3CCCCC3)c(S(=O)(=O)Nc3ccccc3Cl)c2)cc(OC)c1OC	-7.0%	-7.5
O=C(OCc1nnc(-c2ccc(Cl)cc2)o1)c1ccc(O)cc1	-3.0%	6.7
COc1ccc(/C=C/C(=O)OCC(=O)N2CC(=O)Nc3ccccc32)cc1	-2.7%	-9.3
CC1(C)CC(=O)C2(CC3=C(CC(C)(C)CC3=O)O2)C(=O)C1	-2.7%	-2.1
Cc1ccc(N(C(=O)c2ccn[nH]2)C(C(=O)NC2CCCC2)c2cccs2)cc1 (stereo unspecified)	1.3%	.
CC(C)N(C(=O)Cn1cnc2cc([N+](=O)[O-])ccc2c1=O)C(C)C	-6.1%	4.1
N#Cc1c(N)n(-c2ccccc2N)c2nc3ccccc3nc12	0.6%	-8.2
C=CCOC(=O)C1=C(C)NC(=S)NC1c1cccs1 (stereo unspecified)	2.1%	-13.0
O=c1c2ccccc2nc2n1C(CSc1ccc(F)cc1)CN2 (stereo unspecified)	-1.6%	19.5
COc1ccc(-n2cc(CNCCc3ncc(C)[nH]3)c(-c3ccccc3Cl)n2)cc1	-11.7%	-14.0
COc1ccc(OC)c(/C=N/NC(=O)c2cc[n+](CC(=O)c3ccccc3)cc2)c1	0.6%	.
Cc1ccc(N/C(N)=N/c2nc(CSc3nnc(N)s3)cc(=O)[nH]2)cc1	1.8%	-3.8
CCn1ccnc1CN(C)Cc1nc(-c2ccc3c(c2)OCO3)no1	-1.2%	7.5
Cc1nc(-c2ccccc2)cn(O)c1=O	-2.4%	5.2
O=C(COC(=O)c1cncc(Br)c1)Nc1ccc2c(c1)OCO2	-3.8%	-6.0
CC(C)(C)OC(=O)N1CCC[C@H]1C(=O)N/N=C/c1cccc2cccnc12	-4.7%	7.2
c1ccc(-c2nnc(-c3ccccn3)c(-c3ccccn3)n2)nc1	3.8%	-24.8
CSc1nnc(-c2cccc(NC(=O)c3ccccc3)c2)n1C	3.2%	14.5
O=[N+]([O-])c1ccccc1N/N=C\c1ccccc1Cl	2.4%	6.1
O=C(NC(NC(=S)N1CCOCC1)C(Cl)(Cl)Cl)c1ccc(Cl)cc1 (stereo unspecified)	-5.1%	-14.6
CCOC(=O)NC(=O)/C(C=Nc1ccc(Cl)c(Cl)c1Cl)=C(\C)O	3.0%	.
O=C(CNC(=O)C(c1ccccc1)c1ccccc1)N/N=C/c1ccc(O)c([N+](=O)[O-])c1	3.0%	4.4
O=C(CN1CCC(C(O)(c2ccccc2)c2ccccc2)CC1)Nc1ccccc1	6.1%	-2.6
O=C(N/N=C/c1ccc(OC(=O)c2ccccc2)cc1)c1ccc(CN2CCOCC2)cc1	5.1%	27.6
Cc1ccc(Cl)cc1NC(=O)CCC(=O)O	-2.4%	1.9
O=C(NC1CCc2ccccc21)c1cc(COc2c(F)cccc2F)on1 (stereo unspecified)	-1.0%	-1.5
CN(C)c1cc(Nc2cccc(O)c2)c([N+](=O)[O-])c2nonc12	-3.4%	-12.3
CCOc1cc(NC(=S)NCCCN2CCOCC2)c(OCC)cc1NC(=O)c1ccccc1	1.7%	-0.3
CCN(Cc1ccccc1)C(=O)c1nn(-c2ccc(OC)cc2)c(=O)c2c1c1ccccc1n2C	-6.0%	-1.5

Quoted from the listing:
O=[N+]([O-])c1ccccc1N/N=C\c1ccccc1Cl in M. tuberculosis GlmU reads 2.4%
O=C(NC1CCc2ccccc21)c1cc(COc2c(F)cccc2F)on1 (stereo unspecified) in M. tuberculosis GlmU reads -1.0%
CSc1nnc(-c2cccc(NC(=O)c3ccccc3)c2)n1C in M. tuberculosis GlmU reads 3.2%
O=C(N/N=C/c1ccc(OC(=O)c2ccccc2)cc1)c1ccc(CN2CCOCC2)cc1 in RmlCD inh 1536 reads 27.6
O=C(COC(=O)c1cncc(Br)c1)Nc1ccc2c(c1)OCO2 in M. tuberculosis GlmU reads -3.8%

(more compounds)
SMILES	M. tuberculosis GlmU	RmlCD inh 1536
CCOC(=O)N1CCC(=C2c3ccc(Cl)cc3CCc3cccnc32)CC1	-4.0%	7.1
COc1cccc(-n2c([S-])c(C(=O)Nc3ccc(S(=O)(=O)N4CCOCC4)cc3)[n+]3cc(C(N)=O)ccc23)c1	-5.5%	-4.1
N#Cc1nc(Cc2cccc3ccccc23)oc1NCCN1CCCCC1	-0.1%	-5.6
Cc1ccccc1Cn1cc(NC(=O)c2nn(C)cc2Cl)cn1	2.3%	.
CCC(=O)n1nc(-c2cccnc2)nc1NCc1ccc(OC)cc1	1.1%	8.3
CSc1ccc(Cl)c(C(=O)NCc2ccco2)c1	0.9%	.
CC1(C)Cc2c(c(=S)nc(-c3ccccc3)n2CCOCCO)CO1	1.6%	8.7
COc1ccc(NC(=O)CNCCC2=CCCCC2)cc1	5.3%	-6.0
Cc1ccc(S(=O)(=O)N2CCN(C(=O)c3cc(=O)[nH]c4ccccc34)CC2)c(C)c1	-2.2%	27.2
O=C(NC1CC1)C1CCN(c2ccc(S(=O)(=O)N3CCOCC3)cc2Cl)CC1	-1.0%	.
Cc1ccc(-c2c(C#N)c(N)nc3c2CCCCCC3)o1	-1.7%	-6.3
O=C(C1CCN(Cc2ccc(F)cc2)CC1)N(CCO)Cc1ccccc1	1.5%	-5.5
COc1ccccc1Nc1nc(N)nc(CN(C)C2CCCCC2)n1	-1.9%	.
Cc1ccccc1NC(=O)c1ccc(COc2ccc3c(C)cc(=O)oc3c2)cc1	7.3%	-12.8
COc1ccc(CSc2nnc(SCc3ccc([N+](=O)[O-])cc3)s2)cc1	3.2%	5.3

Complete entries, quoted from the list:
Shown for CCC(=O)n1nc(-c2cccnc2)nc1NCc1ccc(OC)cc1 = M. tuberculosis GlmU = 1.1%; RmlCD inh 1536 = 8.3
Shown for Cc1ccc(S(=O)(=O)N2CCN(C(=O)c3cc(=O)[nH]c4ccccc34)CC2)c(C)c1 = M. tuberculosis GlmU = -2.2%; RmlCD inh 1536 = 27.2

(listing goes on)
SMILES	M. tuberculosis GlmU	RmlCD inh 1536
O=C(NC(=S)Nc1nc(-c2ccc(Br)cc2)cs1)c1cccnc1	2.1%	-3.8
CC(=O)c1ccc(NC(=S)Nc2cccc(S(=O)(=O)Nc3c(C)n(C)n(-c4ccccc4)c3=O)c2)cc1	5.8%	-9.5
CC(=O)Nc1ccc(S(=O)(=O)Nc2nc3ccccc3nc2Nc2ccc(O)cc2)cc1	5.6%	-14.8
O=C(CCC(=O)N(CC(=O)NC1CCCCC1)Cc1ccco1)Nc1nccs1	-5.3%	6.8
Cc1ccc(CS(=O)(=O)c2ccc(C(=O)N3CCCCC3)cc2[N+](=O)[O-])cc1	2.9%	-1.5
O=C(CO/N=C/c1ccc(OC(F)F)cc1)NC1CCCCC1	-4.5%	-7.3
O=C(c1ccc(S(=O)(=O)Cc2cc(F)ccc2F)c([N+](=O)[O-])c1)N1CCCCC1	1.0%	-11.9
O=C(c1ccc2c(=O)n(Cc3ccc4c(c3)OCO4)c(=S)[nH]c2c1)N1CCCCC1	0.3%	-1.8
S=C1SCN(Cc2cccnc2)CN1Cc1cccnc1	-10.8%	.
CC(/C=N/NC(=O)c1cc(-c2cccnc2)nc2c1c(C)nn2-c1ccccc1)=C\c1ccccc1	3.6%	-7.8
O=C1CC(c2ccccc2)c2ccc(O)cc2O1 (stereo unspecified)	-0.7%	-11.3
Cc1cccc(CN2CCN(C(=S)Nc3ccccc3)CC2)c1	0.3%	9.1
Cc1onc(-c2c(Cl)cccc2Cl)c1COC(=O)c1ccc([N+](=O)[O-])cc1	0.1%	0.2
CC(Nc1ncnc2nc[nH]c12)c1ccccc1 (stereo unspecified)	-3.2%	0.6
CCOc1ccc(N/C(N)=N/c2nc(CSc3nnc(C)s3)cc(=O)[nH]2)cc1	-0.7%	-0.3
O=C(NC1CCCc2ccccc21)c1cn2ccccc2n1 (stereo unspecified)	0.1%	-4.0
CCn1c(COc2ccc(=O)n(-c3ccccc3)n2)n[nH]c1=S	-1.1%	3.6
Cc1nn(C)c(=O)n1N(C)c1ncc(C(F)(F)F)cc1Cl	-4.5%	16.2
Cc1nc(NCCc2ccccc2)c2oc3ccccc3c2n1	-0.4%	-8.1
CCOC(=O)c1sc(N)nc1C(C)(C)C	1.9%	.
O=C(Cc1ccc(F)cc1)NC1CCSC1=O (stereo unspecified)	-4.9%	5.6
O=c1[nH]c2c(s1)C(c1ccccc1)C1C3CCC(C3)C1S2 (stereo unspecified)	-0.1%	-2.0
O=C(NCc1ccccc1F)C1CCN(C(=O)c2sccc2-n2cccc2)CC1	-2.3%	-8.4
C=CCNC(=O)c1cnc2n(c1=O)CCS2	-0.3%	8.5
Cc1cc(=O)oc2cc(OCC(=O)NCc3ccco3)ccc12	0.9%	.
CCOC(=O)CSc1nc2sc3c(c2c(=O)n1C1CCCCC1)CCN(C)C3	-8.3%	.
CC1CCC/C(=N\Nc2ccc(Cl)c(C(=O)O)c2)C1 (stereo unspecified)	0.9%	-7.1
COc1cc(OC)c(-c2cc(C(=O)O)ccc2OC)c(OC)c1	0.1%	2.0
Cc1ccc(NCc2ccc(O)c3ncccc23)cc1C	1.2%	21.6
O=C(c1cccc(F)c1)N1CCc2ccccc2C1	-1.5%	6.3

Next section (2 carried over from the part before).
SMILES	M. tuberculosis GlmU	RmlCD inh 1536
Cc1ccc(NCc2ccc(O)c3ncccc23)cc1C	1.2%	21.6
O=C(c1cccc(F)c1)N1CCc2ccccc2C1	-1.5%	6.3
O=C(CCN1C(=O)/C(=C/c2ccc(F)cc2)SC1=S)NNC(=O)c1cccnc1	-0.6%	3.2
NC(=O)c1cnn(-c2cc(Oc3ccccc3)ncn2)c1N	7.7%	-11.2
CCOC(=O)Nc1ccc(S(=O)(=O)Nc2cc(C)nc(C)n2)cc1	-1.3%	.
CCOC(=O)N1CCC(N2C(=O)c3ccccc3C2Nc2ccc3c(c2)OCCO3)CC1 (stereo unspecified)	-2.7%	-13.2
O=C(NN1c2ccccc2CCc2ccccc21)c1ccccc1Br	-3.0%	-9.0
O=C(CN1C(=O)c2cccc3cccc1c23)N1CCN(Cc2ccc3c(c2)OCO3)CC1	5.6%	.
O=c1c(Cc2ccc(F)cc2)c(O)ccn1CCc1cnc[nH]1	-0.1%	.

Screens (PubChem)

An excerpt; rates above refer to the full screens.
